# Screening results (PubChem)
# GLS inh: qHTS for Inhibitors of Glutaminase (GLS); actives 0.21% (n = 410,000); Potency, µM (top dose mostly 45.5 µM), inactives show top-dose activity change, negative = inhibition, hits mostly inhibitors; AID 624170, 2012; GLS enzymatic activity, qHTS titration; Glutaminase kidney isoform, mitochondrial (Homo sapiens), O94925; also: potency is read from the fitted curve at half-maximal effect; % is scaled to controls: 0 for no effect and ±100 for the full control effect
#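 Glutamate formation by hKGA was monitored fluorometrically using coupled glutamate oxidase, HRP and Amplex Red. Substrate was added as 1 mM L-glutamine solution; incubation was 30 min at RT after an initial read.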
# HP1b binding inh: HTS for Inhibitors of HP1-beta Chromodomain Interactions with Methylated Histone Tails; Chromobox protein homolog 1 (Homo sapiens), P83916; AlphaScreen HP1-beta / biotin-H3K9me3 peptide binding; Potency, µM (doses to about 114 µM), inactives show at the top dose activity change, negative = inhibition, usual class: inhibitors; actives 0.56% (n = 390,000); also: potency is read from the fitted curve at half-maximal effect; nearly all actives have a fitted effect of over 70% in size; inactives centre near 23
#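 AlphaScreen: HP1-beta (50 nM) preformed 30 min with biotin-H3(1-18)K9me3 peptide (50 nM) in PBS pH 7.4, 0.01% Tween-20. Compound added for 30 min at RT, then streptavidin donor/nickel chelate acceptor beads (10 ug/mL) for 30 min.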
# rTrxR1 inhibitor: qHTS Assay for Inhibitors of Mammalian Selenoprotein Thioredoxin Reductase 1 (TrxR1): qHTS | recombinant rTrxR1, NADPH fluorescence consumption, selenite substrate | Potency, µM (titrated, usually from 114 µM), without a hit: at the top dose activity change, negative = inhibition, actives largely listed as inhibitors | actives 1% (n = 390,000) | Thioredoxin reductase 1, cytoplasmic (Rattus norvegicus), O89049; also: potency is read from the fitted curve at half-maximal effect; % is scaled to controls: 0 for no effect and ±100 for the full control effect; nearly all actives have a fitted effect of over 65% in size
#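 Rat TrxR1 (90 nM in the dispensed reagent) was pre-reduced with 400 uM NADPH for 5 min at room temperature, then incubated with compound for 15 min. After 400 uM selenite was added, NADPH fluorescence (Ex 340/Em 450 nm) was followed for 8 min.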
# Pin1 inh: qHTS Assay to Find Inhibitors of Pin1 | Pin1 FP peptide displacement, HiFluor488, 10 min | Potency, µM (top dose mostly 115 µM), inactives show at the highest dose activity, negative = inhibition, actives largely listed as inhibitors | actives 0.009% (n = 390,000); active = well fitted inhibition curve with a large enough effect in the polarisation, with a control signal flat, not every such curve was filed as active; inconclusive = small, poorly fitted or top-dose-only effect, or effect the other way, or a change in a side signal; inactive = no such curve, though single readings can be large or run the other way; the % refers to the polarisation; also: potency is read from the fitted curve at half-maximal effect; % is scaled to controls: 0 for no effect and ±100 for the full control effect
# Target sequence (Q13526 whole entry, looked up): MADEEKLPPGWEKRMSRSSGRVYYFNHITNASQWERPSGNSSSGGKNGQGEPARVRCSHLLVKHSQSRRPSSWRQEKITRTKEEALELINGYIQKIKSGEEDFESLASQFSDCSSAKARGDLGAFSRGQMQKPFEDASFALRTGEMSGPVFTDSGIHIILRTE
# TrxR1 substrate: qHTS Assay for Substrates of Mammalian Selenoprotein Thioredoxin Reductase 1 (TrxR1): qHTS; Thioredoxin reductase 1, cytoplasmic (Rattus norvegicus), O89049; purified TrxR1 substrate turnover, NADPH consumption readout; Potency, µM (titrated, usually from 114 µM), for inactives: at the top dose activity change, negative = substrate turnover; actives 0.01% (n = 390,000); AID 588456, 2011; also: potency is read from the fitted curve at half-maximal effect; % is scaled to controls: 0 for no effect and ±100 for the full control effect; nearly all actives have a fitted effect of over 50% in size
#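 Rat TrxR1, dispensed at 90 nM, was prereduced with 400 uM NADPH (final) for 5 min at ~22 deg C, then incubated with compound 15 min before 400 uM selenite. A first-read NADPH fluorescence drop versus no-compound background flagged substrates.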
# PGK inhibitor: qHTS Assay to Find Inhibitors of Phosphoglycerate Kinase. Phosphoglycerate kinase, glycosomal (Trypanosoma brucei brucei), P07378. PGK/GAPDH coupled, Kinase-Glo luminescence, 60 min. Potency, µM (doses to about 57.5 µM), without a hit: at the top dose activity change, negative = inhibition, hits mostly inhibitors. actives 0.043% (n = 380,000). AID 602233, 2012; also: potency is read from the fitted curve at half-maximal effect; % is scaled to controls: 0 for no effect and ±100 for the full control effect; nearly all actives have a fitted effect of over 60% in size
#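 Recombinant glycosomal PGK reaction used 1,3-bisphosphoglycerate generated in-well by GAPDH (100nM final) in 100mM TEA pH 7.6, 5mM MgCl2, 0.01% Tween-20. After 60 minutes at room temperature, ATP was read by Kinase-Glo Plus luminescence end-point.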
# mIDH1 inhibitor: qHTS for Inhibitors of mutant isocitrate dehydrogenase 1 (IDH1): qHTS | Isocitrate dehydrogenase [NADP] cytoplasmic (Homo sapiens), O75874 | IDH1-R132H enzyme, NADPH consumption, diaphorase/resazurin fluorescence | Potency, µM (series often up to 76.6 µM), without a hit: at the highest dose activity change, negative = inhibition, usual class: inhibitors | actives 0.093% (n = 390,000) | AID 602179, 2012; also: potency is read from the fitted curve at half-maximal effect; % is scaled to controls: 0 for no effect and ±100 for the full control effect; nearly all actives have a fitted effect of over 65% in size
#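 IDH1-R132H (0.5 ug/mL) preincubated 30 min with compound, then NADPH (0.016 mM) and alpha-KG (2 mM) added; 80 min at RT, pH 7.5. Remaining NADPH coupled via diaphorase/resazurin to fluorescence (540/590 nm); concentration-response curves normalized to no-enzyme control.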
# USP1-UAF1 inh: Inhibitors of USP1/UAF1: Primary Screen. recombinant USP1/UAF1, Ub-Rhodamine cleavage fluorescence. Ubiquitin carboxyl-terminal hydrolase 1 (Homo sapiens), O94782. Potency, µM (top dose mostly 57.1 µM), inactives show at the top dose activity change, negative = inhibition, hits mostly inhibitors. AID 743255, 2014. actives 0.23% (n = 390,000); also: potency is read from the fitted curve at half-maximal effect; % is scaled to controls: 0 for no effect and ±100 for the full control effect; nearly all actives have a fitted effect of over 60% in size; inactives centre near -12
# Target sequence (O94782 whole entry, looked up): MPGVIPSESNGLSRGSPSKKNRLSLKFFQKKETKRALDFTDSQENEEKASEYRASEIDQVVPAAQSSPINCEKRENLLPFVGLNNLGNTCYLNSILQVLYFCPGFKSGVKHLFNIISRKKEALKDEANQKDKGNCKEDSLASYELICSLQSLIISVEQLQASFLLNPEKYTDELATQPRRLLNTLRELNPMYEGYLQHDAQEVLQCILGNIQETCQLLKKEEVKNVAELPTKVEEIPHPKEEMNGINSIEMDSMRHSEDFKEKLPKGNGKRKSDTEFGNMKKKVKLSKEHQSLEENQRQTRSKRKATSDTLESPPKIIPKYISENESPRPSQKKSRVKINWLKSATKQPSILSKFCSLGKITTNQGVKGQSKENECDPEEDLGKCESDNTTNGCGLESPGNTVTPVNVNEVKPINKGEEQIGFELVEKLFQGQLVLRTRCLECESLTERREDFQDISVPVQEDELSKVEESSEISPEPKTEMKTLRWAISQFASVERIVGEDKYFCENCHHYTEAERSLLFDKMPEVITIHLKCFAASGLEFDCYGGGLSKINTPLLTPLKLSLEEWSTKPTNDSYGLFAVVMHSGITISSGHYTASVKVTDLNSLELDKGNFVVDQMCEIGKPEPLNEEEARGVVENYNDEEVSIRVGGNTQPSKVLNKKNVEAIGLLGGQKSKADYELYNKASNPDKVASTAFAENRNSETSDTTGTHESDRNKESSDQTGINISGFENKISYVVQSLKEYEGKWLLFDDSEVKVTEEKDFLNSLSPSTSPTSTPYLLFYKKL
#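 In this screen, compounds sit with the deubiquitinase complex (1nM) for 15 min at room temperature before Ub-Rho is added at 150nM final. Fluorescence rise is then followed for 6 reads every 60 seconds.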
# PI4K2A inh: qHTS for small molecular inhibitors of PI4K2A | Phosphatidylinositol 4-kinase type 2-alpha (Homo sapiens), Q9BTU6 | purified PI4K2A, ADP-Glo luminescence, 1 h; active compounds read low | activity change, negative = inhibition, % at 76.9 µM | actives 0.13% (n = 420,000) | AID 1346378, 2018; in the data active = activity change below about -50%; inconclusive = mostly about -30% to -49%;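 also: -100% = wells without enzyme as full effect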
#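 ADP-Glo luminescence measured ADP generated by PI4K2A enzyme (4 ug/mL before mixing) with 1.2 mM PI substrate (pre-mix) and 300 microM ATP (pre-mix). Tris pH7.5 buffer with MgCl2, Triton X-100; 1 h reaction at ambient temperature.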
# An asterisk follows results filed as active; i = inactive; ? = inconclusive; . = no result given; & = joins results of further samples; [ ] = dose if it differs, or a comment. Unless noted, calls follow the shape of the dose curve; as a rule, active = well fitted curve in the direction sought with a large enough effect; inconclusive = small, poorly fitted or top-dose-only effect, or another doubt; inactive = no such curve, though single readings can be large; an effect the other way counts as inactive or inconclusive. An excerpt, so the mix of outcomes need not match the whole.
SMILES,GLS inh,HP1b binding inh,rTrxR1 inhibitor,Pin1 inh,TrxR1 substrate,PGK inhibitor,mIDH1 inhibitor,USP1-UAF1 inh,PI4K2A inh
Cc1ccc(NC(=O)CCC(=O)NNS(=O)(=O)c2ccccc2)c(C)c1,?,-6%,-7%[57.1 µM],2%,-4%,1%,-4%,3%,-4
CC(=O)Nc1cccc(NC(=O)CSc2ccc(C(F)(F)F)cc2[N+](=O)[O-])c1,0%,25%,12%,0%,0%,2%,10%,-11%,-6
CCCNC(=O)COC(=O)/C(C#N)=C/c1cc(C)n(CCC)c1C,0%,0%,16%[57.1 µM],3%,43%,-4%,8%,-2%,-8
N#CC1=C(N)Oc2cc(N)ccc2C1c1ccsc1 (centres undefined),-2%,29%,-25%,-7%,-13%,-3%,-2%,-12%,-2
CCc1ccc(NC(=O)c2ccc(NS(=O)(=O)c3c(C)noc3C)cc2)cc1,6%,18%,23%,-11%,3%,-7%,11%,-9%,-1
O=C(NCCc1ccc2c(c1)OCCO2)c1cc(S(=O)(=O)N2CCCC2)ccc1Cl,0%,25%,-9%,6%,-12%,0%,6%,-20%,-1
Cc1c(C(=O)O)[nH]c2c1C(=O)CC(c1ccc(C(C)(C)C)cc1)C2 (centres undefined),-7%,-1%,32%,-11%,2%,-2%,4%,-13%,-1
C/C(=C1/SC(N2CCCC2)=NC1=O)c1ccc(Br)cc1,0%,29%,9%,2%,-2%,-5%,3%,-14%,12
CC(C)CCNC(=O)CN(C(=O)CCC(=O)Nc1ccccn1)c1ccc2c(c1)OCO2,-2%,54%[activator],13%,4%,-10%[57.1 µM],i,6%,-17%,0
CCCCN1CC(COCc2ccccc2)Oc2cc(Br)ccc2S1(=O)=O (centres undefined),2%,60%[activator],15%,0%,-1%,-7%,-5%,-13%,0
C/C=C/c1ccc(OCC(=O)NNC(=O)CN(C)S(=O)(=O)c2ccc(C)cc2)c(OC)c1,-2%,36%[activator],24%,-6%,-6%,-9%,-6%,-10%,-1
CN1N=C(/C=C/c2ccccc2)CCC1=O,0%,34%,11%[57.1 µM],4%,9%[57.1 µM],-7%,3%,-17%,-8
COc1cc(/C=C2\C(=N)N3N=CSC3=NC2=O)cc(Br)c1OC(=O)c1ccco1,67%[activator],30%,-24%,34%[activator],-8%,.,8%,-25%,-2
Cc1ccc(NC(=O)CSc2nc(=O)cc(N)n2-c2ccccc2)cc1,0%&-7%,36%&11%,-2%&-10%,-5%&5%,1%&-5%,6%,-13%&0%,2%&0%,0&2
Cc1cc(NC(=O)CSc2nc(N)c(NC(=O)c3ccccc3F)c(=O)[nH]2)no1,9%,38%,0%,16%,0%,-3%,4%,-12%,0
Cc1c(Cl)c([N+](=O)[O-])nn1CCCC(=O)Nc1cccnc1,12%,38%,27%,1%,0%,-10%,4%,0%,-3
O=c1c(S(=O)(=O)c2ccccc2)cn(Cc2ccc(F)cc2)c2cc(N3CCCCC3)c(F)cc12,1%,67%[activator],14%,20%,13%,-3%,0%,-13%,1
CCOc1ccccc1N(CC(=O)Nc1cc(OC)ccc1OC)S(=O)(=O)c1ccccc1,-1%,29%,25%,11%,5%,-1%,0%,-16%,-7
Cc1ccc(CNC(=O)CO/N=C/c2ccc(C(C)(C)C)cc2)cc1,-1%,25%,-6%,-2%,-9%,i,8%,-27%,-5
O=C1Cn2c(nc3ccccc32)-c2ccccc2N1,2%,14%,7%,0%,12%,-1%,1%,?,-1
CC1CCCC(C)N1C(=O)COC(=O)C1CCN(S(=O)(=O)c2ccc3c(c2)OCCO3)CC1 (centres undefined),1%,-6%,-4%[57.1 µM],.,-4%[57.1 µM],-4%,-12%,-7%,-2
COc1ccc(-c2c(C)c3ccc(O)c(CN4CCC(C)CC4)c3oc2=O)cc1OC,0%,25%[57 µM],22%[57.1 µM],-8%,76%[activator][57.1 µM],i,39%[activator],-15%,-3
CCOc1ccc(CNC(=O)c2ccc3c(c2)sc2nc(-c4ccccc4)cn23)cc1,-14%,37%,30%,-2%,6%,-9%,2%,13%,-5
Cc1ccc(S(=O)(=O)Oc2ccc(/C=N/NC(=O)c3nn(C)cc3Cl)cc2)cc1,0%,21%,6%,-6%,-2%,8%,-6%,-2%,-4
COc1ccc(CCNC(=O)CS(=O)Cc2nc(-c3ccccc3Cl)oc2C)cc1OC (centres undefined),-5%,47%[activator],27%,-1%,7%,i,5%,-17%,1
COc1cc2nc(C3CCC3)n(NC(=O)C3CCCC(OC)C3)c(=O)c2cc1OC (centres undefined),3%,24%,8%,2%,2%,2%,4%,-5%,0
O=C(COC(=O)c1ccccc1Br)Nc1ccccc1F,2%,37%,18%,-2%,0%,-7%,0%,-7%,-13
COc1ccc(NC(=O)COC(=O)Cc2coc3cc(OC)ccc23)c(OC)c1,-6%,?,19%,2%,5%[57.1 µM],5%,10%,-17%,2
C(=N\Nc1ncnc2sc3c(c12)CCC3)/c1ccncc1,3%,15%,-11%,12%,3%[57.1 µM],-2%,3%,-26%,0
COc1ccccc1C(=O)Nc1cccc(N(C)S(C)(=O)=O)c1,13%,41%[activator],16%[57.1 µM],-1%,13%[57.1 µM],-10%,0%,-20%,-2
COc1ccc(-c2nc(SCC(=O)N3CCCCC3C)n[nH]2)cc1 (centres undefined),0%,35%[57 µM],8%[57.1 µM],0%,0%[57.1 µM],i,0%,13%,-6
O=c1nc(N2CCCCC2)nc(Nc2ccccc2)[nH]1,2%,30%,14%[57.1 µM],3%,9%[57.1 µM],.,-1%,-13%,-6
Cc1cc(C(=O)Nc2cccc3ccccc23)co1,-2%,51%[activator],?,4%,11%,i,1%,-21%,-10
CCCC12CN(C(=O)c3ccc(OC)cc3)CC(C)(CN(C(=O)c3ccc(OC)cc3)C1)C2=O,-3%,33%,-5%,1%,3%,-1%,2%,-6%,-5
Cc1cc(C)cc(C(=O)N/N=C/c2ccoc2)c1,2%,21%,5%,0%,10%,-18%,4%,-25%,-4
COc1ccc(Cn2c(C)nc([N+](=O)[O-])c2SCC(=O)O)cc1[N+](=O)[O-],9%,31%,-11%[57.1 µM],8%,1%[57.1 µM],2%,14%,?,0
Cn1c(=O)c2ncn(CC(=O)Nc3ccc4c5c(cccc35)CC4)c2n(C)c1=O,9%,27%,8%[57.1 µM],?,15%[57.1 µM],-11%,11%,-9%,-7
O=c1[nH]c2cc3c(cc2cc1CN(Cc1nnnn1C1CCCC1)C1CCCC1)OCCO3,-2%,29%,?,-9%,21%,9%,-1%,-11%,-12
O=C(CNS(=O)(=O)c1cccc(Cl)c1)OCc1csc(-c2ccccc2)n1,1%,10%,6%,0%,6%[11.4 µM],-2%,-2%,-12%,-4
COc1ccc(CCNC(=O)CCS(=O)(=O)c2ccc3c(c2)NC(=O)C(C)S3)cc1OC (centres undefined),8%,29%,13%,-6%,-2%,i,0%,-22%,3
CCCC1=C(C(=O)OCC)C(c2ccc(O)cc2)n2ncnc2N1 (centres undefined),22%,45%,4%[57.1 µM],10%,5%[57.1 µM],0%,1%,-22%,-1
C=CCN1C(=O)c2ccc(C(=O)NCCc3ccc(F)cc3)cc2C1=O,0%,41%[activator],6%,-4%,-1%,1%,1%,-16%,-2
O=C(c1cc(=O)[nH]c2ccccc12)N1CCN(c2ccc([N+](=O)[O-])cc2)CC1,0%,-18%,-3%,-4%,-6%,i,-1%,-23%,6
Cc1ccc(-c2nc3sccn3c2Nc2ccc(C)c(C)c2)cc1,6%,?,17%,11%,1%,7%,?,-1%,-1
CN(C)C(=N)c1n[nH]nc1SCc1ccc(Cl)c(Cl)c1,0%,15%,22%[57.1 µM],-8%,9%[57.1 µM],-5%,9%,0%,6
N#Cc1ccc(Cl)cc1NC(=O)COC(=O)[C@H](CCC(N)=O)NC(=O)c1ccc(F)cc1,-6%,20%,-9%,-3%,-5%,-4%,8%,-18%,-5
